# Screening results from PubChem.
# PP5 primary: PP5 (human) phosphatase inhibition. purified PP5c, OMFP substrate fluorescence. inhibition, % at 6.7 µM. actives 0.18% (n = 320,000). AID 1987;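 active = inhibition above the campaign's mean inhibition across all tested compounds plus 3 SD, cut at about 9.5% in these data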;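 also: 0% = DMSO only and 100% = 100 µM cantharidin control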
# Target sequence (P53041 whole entry, looked up): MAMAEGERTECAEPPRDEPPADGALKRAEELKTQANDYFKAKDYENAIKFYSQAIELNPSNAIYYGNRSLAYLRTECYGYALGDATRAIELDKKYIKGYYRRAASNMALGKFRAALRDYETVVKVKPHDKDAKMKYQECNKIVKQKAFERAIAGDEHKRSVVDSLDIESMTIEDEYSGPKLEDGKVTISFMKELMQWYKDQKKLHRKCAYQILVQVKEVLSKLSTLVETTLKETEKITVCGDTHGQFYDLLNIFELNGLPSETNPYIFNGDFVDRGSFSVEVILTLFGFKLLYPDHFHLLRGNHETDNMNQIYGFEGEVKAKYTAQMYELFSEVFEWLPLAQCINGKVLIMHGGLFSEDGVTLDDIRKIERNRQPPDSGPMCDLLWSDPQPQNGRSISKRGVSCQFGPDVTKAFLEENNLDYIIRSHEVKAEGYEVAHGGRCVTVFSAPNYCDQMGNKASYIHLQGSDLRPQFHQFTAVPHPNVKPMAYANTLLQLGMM
# HCV core dimer: blocks dimerization of HCV core protein; inhibition, % at 5 µM; TR-FRET GST/Flag-core106 dimerization, 1536-well; actives 0.33% (n = 300,000);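 active = inhibition above the mean of all tested compounds plus 3 SD, set per screening campaign, cut at about 45% in these data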
#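 System: GST-tagged and Flag-tagged HCV core protein residues 1-106 / Input: core106 proteins, GST 13.5 nM and Flag 17 nM / Buffer or medium: KF-containing HEPES buffer, pH 7.45, DTT, CHAPS, BSA / Probe or stimulus: Eu-anti-GST and XL665-anti-Flag labelled anti-tag antibodies / Schedule: 4 h, 22.5 °C incubation / Technique: TR-FRET 671 and 617 nm emission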
# PREPL inh: human PREPL enzyme inhibition | Q4J6C6 | recombinant PREPL, fluorescence polarization activity-based probe | inhibition, % at 5.96 µM | actives 0.68% (n = 320,000) | AID 2751; in the data active = inhibition above about 43%;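 also: 0% = enzyme with DMSO and 100% = wells lacking enzyme; many of its hits are not listed in these tables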
# PP1 counter: PP1-alpha (human) inhibition in PP5 counter-screen; P62136; inhibition, % at 6.7 µM; actives 0.9% (n = 320,000); purified PP1alpha, OMFP fluorescence;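 active = inhibition above the mean inhibition of all tested compounds plus 3 SD, computed separately for each screening campaign, cut at about 15% in these data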
# CTSL1 counter: cathepsin L1 inhibition, PFM18AAP counter-screen | recombinant F. hepatica cathepsin L1, Z-Leu-Arg-MCA fluorescence | inhibition, % at 5.96 µM | actives 0.49% (n = 300,000) | AID 1906;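 active = inhibition above the mean of all tested compounds plus 3 SD, set per screening campaign, cut at about 17% in these data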;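 also: 0% = plate median of test compound wells and 100% = 1 µM Z-Phe-Ala-diazomethylketone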
# GASC-1 inh: blocks human GASC-1 demethylase activity; GST-JMJD2C(1-420) H3K9me3 demethylation, DELFIA europium; actives 0.069% (n = 330,000); inhibition, % at 2.35 µM; AID 2099;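 active = more than half of a compound's replicate wells show inhibition beyond 50%, single wells judged on their own value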;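 also: signal counts dimethyl H3K9 product captured on neutravidin plate; 0% = median of DMSO wells and 100% = 0.3 times that DMSO median; strong numbers were not always called active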
# Efflux pump inh: blocks antifungal efflux pumps in multiplex yeast assay; S. cerevisiae Candida pump triplex, Nile Red efflux; inhibition, % at 10 µM; actives 0.44% (n = 330,000); AID 485275;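 active = plate passing quality check with inhibition over a set limit, or well fluorescence over plate mean plus 4 SD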;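 also: Nile Red retained in pooled yeast measured as flow cytometry median fluorescence; 0% = buffer negative control and 100% = Enniatin B positive control; higher means more Nile Red kept so more efflux inhibition; some compounds called inactive have numbers as strong as hits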
# LYPLA2 counter: blocks human lysophospholipase 2, a PME1 counter-screen | O95372 | inhibition, % at 5.9 µM | recombinant LYPLA2, FP-Rh probe fluorescence polarization | actives 0.38% (n = 320,000) | AID 2177;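 active = inhibition above the screen-wide mean plus 3 SD, limit set per campaign, cut at about 26% in these data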;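 also: 0% = LYPLA2 with DMSO and 100% = wells lacking LYPLA2 enzyme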
# Target sequence (O95372 whole entry, looked up): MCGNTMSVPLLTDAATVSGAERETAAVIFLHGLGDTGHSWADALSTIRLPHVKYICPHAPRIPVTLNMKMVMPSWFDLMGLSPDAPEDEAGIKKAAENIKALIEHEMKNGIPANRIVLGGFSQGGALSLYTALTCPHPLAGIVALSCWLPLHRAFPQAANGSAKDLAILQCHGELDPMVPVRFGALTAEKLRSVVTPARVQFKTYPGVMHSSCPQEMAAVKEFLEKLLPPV
# TPT1 inh: C. albicans TPT1 enzyme inhibition | inhibition, % at 5 µM | actives 0.81% (n = 300,000) | recombinant caTPT1, FP RNA substrate dephosphorylation;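 active = inhibition above the mean of all tested compounds plus 3 SD, set per screening campaign, cut at about 24% in these data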;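 also: plate controls were DMSO alone for no effect and ferristatin control at 100 nM for full effect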
# Starred values were filed as active, the others as inactive; i = inactive; . = no result given. An excerpt. The share of hits here may be higher or lower than overall.
SMILES,PP5 primary,HCV core dimer,PREPL inh,PP1 counter,CTSL1 counter,GASC-1 inh,Efflux pump inh,LYPLA2 counter,TPT1 inh
COc1ccc(N2CCN(Cc3nc(-c4ccc(Cl)cc4Cl)no3)CC2)cc1,1.1,1.6,35.1,1.2,0.6,34.0,-0.2,18.7,3.1
Cc1cc(F)c(F)c(C(=O)NC2CC2)c1Cl,-1.0,1.6,-7.0,-6.3,0.8,-0.4,0.0,-5.3,1.3
COc1ccccc1C(=O)COC(=O)/C=C/c1ccccc1,2.4,3.5,5.8,0.8,-3.8,5.9,6.2*,5.4,0.5
COc1cc(/C=N/NC(=O)C(N)=O)ccc1OC(=O)c1cccs1,1.4,4.4,26.4,-8.1,-4.2,-2.3,0.3,-1.8,1.1
CCCN1CCN(S(=O)(=O)c2ccc(-n3cnnn3)cc2)CC1,-6.1,-14.6,4.7,-8.4,4.2,-7.2,-0.1,2.2,-2.4
O=C(O)/C(=C\c1ccc(C(F)(F)F)cc1)c1ccc(S(=O)(=O)N2CCCC2)s1,1.1,.,1.4,2.2,.,12.6,-0.1,-0.7,.
CC(C)(C)c1ccc(OCC(=O)NCCN2CCCC2)cc1,2.5,-10.4,7.7,1.6,1.6,-5.4,0.0,-0.2,4.4
O=C(C1CCN(S(=O)(=O)c2ccccc2[N+](=O)[O-])CC1)N1CCOCC1,2.6,10.3,3.5,3.3,-1.8,-25.2,0.2,-2.8,0.6
Cn1nc(C(F)(F)F)c(C#N)c1N1CCN(c2ccc(F)cc2)CC1,2.4,1.2,-8.8,-1.0,1.0,7.5,-0.1,6.2,-2.9
COc1ccc(Cc2nc(C(=O)Nc3ccccc3)cs2)cc1,3.6,1.4,-4.2,-2.5,-1.1,0.9,0.0,3.8,3.6
COc1ccc(CN2c3cc(S(=O)(=O)N4CCOCC4)ccc3N3CCCC32)cc1 (configuration not stated),3.4,-3.2,5.3,-3.9,-1.0,-9.4,0.0,4.2,-4.9
CCOC(=O)c1sc2nc(C)nc(NCCc3ccccn3)c2c1C,-0.1,4.8,-1.6,0.9,0.6,0.9,0.0,-5.6,2.1
CN(CC(=O)Nc1cccc(F)c1)C(=O)/C=C/c1cn(Cc2ccccc2)nc1-c1cccnc1,0.8,6.5,-6.8,-6.8,-0.1,0.0,-0.1,8.8,10.3
Cc1cc(C(F)(F)F)n2ncc(-c3cccc(Br)c3)c2n1,1.0,-0.8,-0.6,3.8,4.5,0.0,0.1,-2.8,1.7
CC1CCc2c(sc(/N=C/N(C)C)c2C#N)C1 (configuration not stated),0.3,-0.5,13.2,0.5,0.1,9.8,0.0,-2.1,-3.7
CCc1cc2c(-n3nc(C)cc3C)ncnc2s1,3.2,-0.5,-1.4,-1.3,-1.5,-4.9,0.2,2.9,-0.1
c1ccc(CN2CCC3(CCCc4ccccc43)CC2)cc1,3.5,-11.0,-19.2,-2.5,-2.8,.,0.0,0.9,-2.5
O=C(c1cccc(Oc2ccc([N+](=O)[O-])cc2Cl)c1)N1CCCCC1,3.5,11.3,12.9,-1.2,-0.6,-0.1,0.2,3.4,4.2
O=C(Cn1nnc2ccccc2c1=O)N1CCCc2ccccc21,0.1,0.1,6.0,2.9,-3.1,3.5,-0.1,22.2,-0.6
COc1ccccc1CC(=O)Nc1sc2c(c1C(N)=O)CCCC2,-0.2,11.0,0.3,-2.6,-9.0,11.0,0.0,-6.5,0.8

# An excerpt from above in order of their number in PP5 primary, lowest first:
Structure	PP5 primary
COc1ccccc1CC(=O)Nc1sc2c(c1C(N)=O)CCCC2	-0.2
COc1cc(/C=N/NC(=O)C(N)=O)ccc1OC(=O)c1cccs1	1.4
c1ccc(CN2CCC3(CCCc4ccccc43)CC2)cc1	3.5

# Next compounds.
SMILES,PP5 primary,HCV core dimer,PREPL inh,PP1 counter,CTSL1 counter,GASC-1 inh,Efflux pump inh,LYPLA2 counter,TPT1 inh
COc1ccc(OC)c(NC(=O)CSc2nnc(-c3ccco3)n2-c2ccccc2)c1,2.7,-1.0,-3.7,-3.9,-2.2,6.4,0.1,-6.0,-2.6
O=C(NC(=S)Nc1ccc(O)cc1)c1cncc(Br)c1,-0.2,-5.1,-3.8,0.8,-0.9,-0.1,0.0,1.6,0.3
CCOc1ccc(CN2CCNC(=O)C2CC(=O)NC2CCCCCC2)cc1 (configuration not stated),1.5,-5.1,10.6,17.8*,1.1,-5.8,-0.2,-1.5,-1.3
O=C(NCC1CCCCC1)C1(CC2CC(c3ccc(Cl)cc3)=NO2)CCNCC1 (configuration not stated),3.3,-12.4,21.5,4.9,-1.2,-4.5,-0.1,6.5,-2.2
O=C(Nc1cccc2ncccc12)c1ccc(-c2ccc(Br)cc2)o1,12.7*,22.7,-9.7,-1.2,-2.0,-11.3,-0.1,3.8,1.8
Fc1ccc(Sc2nc(-c3ccccc3)nnc2C(F)(F)F)cc1,-0.3,2.5,-4.0,-4.7,-0.3,5.9,0.1,-4.8,-3.3
Cc1ccccc1NC(=O)CN1C(=O)c2ccccc2C1=O,1.9,-2.2,-16.8,-1.5,0.0,11.2,0.1,7.5,-0.1
C=CCOC(=O)C1=C(C)NC(=S)NC1c1cccs1 (configuration not stated),-0.1,4.8,0.7,1.1,-0.1,-1.9,-0.1,3.6,-3.5
COc1ccc(C2=Nn3c(nnc3-c3ccncc3)SC2)cc1,11.5*,4.3,3.8,-2.5,2.0,-5.8,0.1,4.2,-0.6
Cn1c(SCC(=O)c2ccccc2)nc2cccnc21,-2.2,0.8,0.4,-3.1,5.4,2.2,-0.2,-3.3,-0.6
COc1cc(/C=C2\SC(=N)N(c3ccc(F)cc3)C2=O)ccc1O,4.2,-8.0,22.5,26.4*,6.7,-10.3,-0.1,-0.1,20.5
Cc1c(C)n(CCCN(C)C)c2ncnc(NC3CCCCC3)c12,0.4,-4.6,6.0,-2.0,0.5,0.7,0.0,-2.2,-2.7
CCOC(=O)c1ccc(NC(=O)NC2CC3CCC(C2)N3)cc1 (configuration not stated),1.4,-2.7,0.4,-1.5,1.8,-2.0,0.1,22.7,-2.0
COc1cccc(Oc2ccc(C(F)(F)F)cc2N)c1,8.2,-2.0,1.8,0.7,-0.5,-1.5,0.3,5.7,1.8
Nc1c(SCCC(=O)O)ccc2c1C(=O)c1ccccc1C2=O,5.0,-79.3,-16.4,11.6,4.3,-8.3,-0.2,-15.6,-7.6
N#Cc1ccc(C(=O)Nc2nnc(-c3cccs3)o2)cc1,-0.1,5.4,1.6,4.0,5.8,-11.4,0.0,3.1,0.3
CCCCNc1c([N+](=O)[O-])cc(C)cc1[N+](=O)[O-],0.4,2.8,5.6,-1.7,0.0,-4.6,-0.7,2.6,-0.9
O=C(CSc1nc2ccccc2nc1N1CCCC1)Nc1ccc(F)cc1,3.7,1.8,12.2,5.8,1.8,-7.1,0.0,-3.8,-1.7
O=C(CCc1nc2ccccc2c(=O)[nH]1)Nc1ccc(F)cc1,-0.9,-4.5,-0.2,2.9,-3.5,-1.8,-0.1,1.4,3.1
O=C1CCC(CCC(=O)N2CCCC(C(=O)c3ccc(Cl)cc3)C2)=NN1 (configuration not stated),-1.8,-2.0,10.0,-0.9,-1.6,-2.1,-0.1,8.8,-3.6

# 3 entries from above, with tabs:
SMILES	PP5 primary	HCV core dimer	PREPL inh	PP1 counter	CTSL1 counter	GASC-1 inh	Efflux pump inh	LYPLA2 counter	TPT1 inh
COc1cccc(Oc2ccc(C(F)(F)F)cc2N)c1	8.2	-2.0	1.8	0.7	-0.5	-1.5	0.3	5.7	1.8
Nc1c(SCCC(=O)O)ccc2c1C(=O)c1ccccc1C2=O	5.0	-79.3	-16.4	11.6	4.3	-8.3	-0.2	-15.6	-7.6
N#Cc1ccc(C(=O)Nc2nnc(-c3cccs3)o2)cc1	-0.1	5.4	1.6	4.0	5.8	-11.4	0.0	3.1	0.3

# (continued)
SMILES,PP5 primary,HCV core dimer,PREPL inh,PP1 counter,CTSL1 counter,GASC-1 inh,Efflux pump inh,LYPLA2 counter,TPT1 inh
CCCCn1c(N)c(N(CC)C(=O)c2cc(CC)c(C)s2)c(=O)[nH]c1=O,-0.8,-0.8,0.6,-0.8,2.3,-12.4,0.0,1.6,-1.1
CC(=O)Nc1ccc(CN2CCCC(CO)(Cc3cccc(Cl)c3)C2)cc1 (configuration not stated),-1.3,2.2,-29.8,-1.1,-7.3,11.1,0.2,-4.8,0.9
COc1ccccc1C(=O)COC(=O)CSC(C)C(=O)Nc1cc(C)on1 (configuration not stated),-0.5,2.3,1.8,-5.1,-12.5,i,0.0,-1.4,2.1
CC1CC/C(=C\c2ccc3c(c2)OCO3)C(=O)/C1=C/c1ccc2c(c1)OCO2 (configuration not stated),0.6,9.3,7.3,16.5*,10.8,13.0,0.1,-5.2,30.8*
NC(=O)C1CCN(c2cc(Cl)nc(N)n2)CC1,1.8,2.0,-1.4,-4.1,2.5,0.6,-0.1,-1.7,-1.7
O=C(Cn1cnc2c(nnn2Cc2ccccc2F)c1=O)OCc1ccccc1,0.3,0.6,-8.3,-2.6,-1.5,11.8,-0.2,-5.2,-0.6
COc1ccc(NC(=S)N/N=C/c2ccc(F)cc2)cc1OC,1.8,-0.4,11.4,-3.2,0.0,1.1,-0.1,18.4,-1.9
Cc1ccc(N2C(=O)CC(NCC3CCCO3)C2=O)cc1 (configuration not stated),-3.4,-1.9,7.5,1.4,-0.3,21.1,0.0,6.3,-1.6
CC(=O)Oc1ccc(NC(=O)C2CCCCC2)c(C(=O)O)c1,-1.4,-3.1,-2.5,0.2,-3.3,5.6,-0.1,2.6,-0.2
COc1ccc2c(c1)c(N=NC(N)=S)c(O)n2CC(=O)c1ccccc1,0.8,-8.2,18.7,4.2,2.6,-36.2,-0.1,-2.1,-3.9
CCCCn1c(N)c(Sc2ccccc2)c(=O)[nH]c1=O,-2.3,2.1,3.1,-2.4,-4.0,11.4,0.1,2.2,-1.4
CCOC(=O)c1c(CN2CCC(C)CC2)n(C)c2cc(Br)c(OC)cc12,2.5,-1.2,3.5,-2.8,4.5,-2.5,0.0,5.6,1.3
COC(=O)C(NC(=O)c1ccc(F)cc1)(Nc1ncc(S(=O)(=O)c2ccc([N+](=O)[O-])cc2)s1)C(F)(F)F (configuration not stated),5.3,12.8,5.3,-0.9,-3.8,7.3,0.0,3.9,1.0
CC1Cc2ccccc2N1C(=O)COC(=O)c1ccc(Br)o1 (configuration not stated),-2.1,3.2,-4.5,-1.7,-8.5,58.9,0.0,-5.7,2.0
CCOC(=O)c1ccccc1NC(=O)Cn1cnc2c1c(=O)n(C)c(=O)n2C,0.1,-2.4,-4.2,-5.2,5.6,-36.5,0.0,-0.1,0.1
